Source: PubChem BioAssay (several laboratories)
LEDGF integ inh: blockers of LEDGF/p75-dependent integrase strand transfer – biochemical, TR-FRET, high throughput, primary screen. AID 743269, 2014. inhibition, % at 3.7 µM. hit rate 0.64% among 370,000. TR-FRET IN-LEDGF/p75 DNA integration, Eu/Cy5. HIV-1 integrase (with human LEDGF/p75);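 active = inhibition above the screen-wide mean plus 3 SD, cut at about 13% in these data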;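 note: signal is the Cy5 over europium emission ratio at 671 and 618 nm; 0% = plate median of compound wells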
rCAG RNA binder: binders of r(CAG) RNA repeats, primary screen, biochemical, fluorescence; r(CAG) RNA repeat, TO-PRO-1 dye displacement fluorescence; inhibition, % at 3 µM; hit rate 1.3% among 370,000; AID 651821, 2012;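 active = inhibition above the plate cutoff, the mean of all test compounds on that plate plus 3 SD, cut at about 35% in these data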;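 note: 0% = DMSO alone and 100% = 100 µM mitoxantrone as full dye displacement; higher means more dye released from RNA so lower well fluorescence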
TDP2 inh: human TDP2 enzyme inhibitors, primary screen, biochemical, epi absorbance, recombinant enzyme; Tyrosyl-DNA phosphodiesterase 2 (Homo sapiens), O95551; T5PNP hydrolysis, p-nitrophenol absorbance 415 nm; inhibition, % at 12.8 µM; hit rate 0.34% among 370,000; AID 720702, 2013;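 active = inhibition above the mean of all tested compounds plus 3 SD, set per campaign, cut at about 25% in these data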;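 note: 0% = DMSO with enzyme and 100% = buffer with substrate but no TDP2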
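Test system: human TDP2 enzyme; Input: 120 nM TDP2 per well; Buffer or medium: Mg2+-containing Tris-HCl buffer, pH 7.5; Reagent: 5 mM T5PNP; Dosing: 12.8 µM single point, 1% DMSO; Incubation: reaction 2 h, 37 °C; Detection: p-Nitrophenol epi absorbance; Read-out: % inhibition relative to enzyme-containing and enzyme-free wells; Replicates: single well per compound.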
mABHD4 FP: ABHD4 inhibitors, primary screen, biochemical, fluorescence polarization, mouse | (Lyso)-N-acylphosphatidylethanolamine lipase (Mus musculus), Q8VD66 | purified mABHD4, FP-Rh probe fluorescence polarization | inhibition, % at 8.92 µM | hit rate 0.54% among 370,000 | AID 720543, 2013;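 active = inhibition exceeding the mean over every tested compound plus 3 SD, cut at about 30% in these data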;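 note: 0% = plate median of compound wells and 100% = S159A mutant with DMSO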
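Test system: mouse ABHD4 enzyme, wild type. Reagent: FP-Rh fluorescent activity-based probe, added after compound pre-incubation. Timing: pre-incubation 45 min, probe exposure 60 min, at 25 °C. Technique: FP readout, ex 525 nm / em 598 nm. Benchmarks: high control S159A mutant with DMSO, low control median of compound wells.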
NR1D1 modulator: modulators of Rev-erb alpha DNA binding, primary screen, biochemical, FITC-DNA, fluorescence polarization, uHTS | hit rate 0.79% among 370,000 | activity, % at 10 µM | Rev-erbα–FITC-DNA binding, 90 min | AID 1259318, 2017;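 active = activity above about 14%, limit read from the data; passing the limit was not always enough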;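 note: 0% = DMSO wells with 35 nM protein and 100% = DMSO wells with 750 nM protein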
HTRA1 inh: HTRA1 serine protease inhibitors, primary screen, biochemical, fluorescence polarization, HTS; Q92743; recombinant HTRA1, FP-rhodamine activity-based probe; inhibition, % at 5.96 µM; hit rate 0.5% among 340,000; AID 504803, 2011; in the data active = inhibition above about 36%;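 note: 0% = enzyme with DMSO and 100% = wells lacking enzyme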
PRMT1 FP inh: PRMT1 methyltransferase inhibitors, primary screen, biochemical, fluorescence polarization; Protein arginine N-methyltransferase 1 (Homo sapiens), Q99873; recombinant PRMT1, activity-based probe fluorescence polarization; inhibition, % at 2.79 µM; hit rate 1.3% among 370,000;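 active = inhibition above about 21% made by adding two undisclosed values, limit read from the data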
Target sequence (Q99873 whole entry, looked up): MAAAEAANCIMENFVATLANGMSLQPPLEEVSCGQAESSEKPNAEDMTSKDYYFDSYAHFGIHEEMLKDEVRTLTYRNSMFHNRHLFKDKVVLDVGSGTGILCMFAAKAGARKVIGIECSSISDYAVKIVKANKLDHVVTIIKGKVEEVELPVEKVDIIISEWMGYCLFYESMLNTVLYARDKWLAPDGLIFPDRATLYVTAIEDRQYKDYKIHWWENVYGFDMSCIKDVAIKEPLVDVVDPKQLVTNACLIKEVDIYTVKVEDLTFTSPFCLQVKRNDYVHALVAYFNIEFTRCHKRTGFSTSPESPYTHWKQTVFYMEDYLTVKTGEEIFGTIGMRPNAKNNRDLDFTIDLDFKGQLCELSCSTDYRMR
SIAE primary: human SIAE inhibitors, primary screen, biochemical, fluorescence polarization, FP-Rh probe, 1536-well HTS; Sialate O-acetylesterase (Homo sapiens), Q9HAT2; SIAE FP-Rh probe binding; inhibition, % at 9.66 µM; hit rate 0.69% among 370,000; AID 1053197, 2014;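 active = inhibition above a cutoff: mean of compounds within the control limits plus 3 SD of those, cut at about 17% in these data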;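 note: 0% = plate median of compound wells and 100% = probe without SIAE protein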
Target sequence (Q9HAT2 whole entry, looked up): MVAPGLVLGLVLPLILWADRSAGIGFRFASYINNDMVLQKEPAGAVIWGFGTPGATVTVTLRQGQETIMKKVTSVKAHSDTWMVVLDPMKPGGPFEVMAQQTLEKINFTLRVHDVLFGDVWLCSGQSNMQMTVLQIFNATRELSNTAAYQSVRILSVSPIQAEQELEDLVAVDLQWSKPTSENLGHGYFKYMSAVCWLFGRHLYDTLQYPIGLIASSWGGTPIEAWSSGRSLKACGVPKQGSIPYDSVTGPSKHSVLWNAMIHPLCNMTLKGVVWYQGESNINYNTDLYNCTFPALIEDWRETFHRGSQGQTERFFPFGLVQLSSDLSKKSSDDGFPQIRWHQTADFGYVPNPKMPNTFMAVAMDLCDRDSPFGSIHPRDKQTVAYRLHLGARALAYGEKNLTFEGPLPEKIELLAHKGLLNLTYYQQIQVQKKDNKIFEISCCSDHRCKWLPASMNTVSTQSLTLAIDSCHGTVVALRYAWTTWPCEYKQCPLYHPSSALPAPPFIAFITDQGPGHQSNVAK
TCR-CD3 inh: inhibitors of human TCR-CD3 interaction, primary screen, biochemical, fluorescence, TAMRA-labeled TCR probe; T-cell receptor (TCR); inhibition, % at 9.4 µM; hit rate 0.37% among 360,000; AID 651800, 2012; in the data active = inhibition above about 19%;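 note: recombinant mutant TCR 2C K166C tagged with TAMRA read by polarization; 0% = receptor in buffer alone and 100% = receptor with positive control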
PG9 binder: binders of HIV-1 gp120 antibody PG9, primary screen, biochemical, TR-FRET; inhibition, % at 6.7 µM; HIV-1 gp120 / PG9 antibody interaction; hit rate 0.43% among 360,000; TR-FRET gp120-PG9 antibody binding; AID 624416, 2012; in the data active = inhibition above about 8.5%
* marks the source's active call; other numbers are inactive results; . = not tested or not shown; & = joins results of further samples. The list is partial; rates above refer to the full screens.

SMILES	LEDGF integ inh	rCAG RNA binder	TDP2 inh	mABHD4 FP	NR1D1 modulator	HTRA1 inh	PRMT1 FP inh	SIAE primary	TCR-CD3 inh	PG9 binder
CC(=O)c1ccc(S(=O)(=O)N2CCN(CC#N)CC2)cc1	-7	-3	7	2	4	4	-1	1	2	0.8
CN(C)CCNC(=O)c1csc(Nc2cccc3ccccc23)n1	-1	1	2	6	-5	6	-4	7	-6	0.3
Cc1ccc(O)c(CNc2cccc3cccnc23)c1	8	3	6	7	-8	22	-1	4	-6	-1.4
C[N+]12CCCCC1C(COC(=O)c1ccc3c(c1)OCO3)CCC2 (stereo unspecified)	-3	-2	6	3	-2	-22	1	3	5	0.3
CCOC(=O)c1c(NCC(C)C)c2ccccc2[nH]c1=O	-1	-2	-5	3	2	0	-4	-4	2	-0.5
O=C(O)CCN1C(=O)/C(=C\c2cccc(OCc3ccccc3)c2)SC1=S	2	7	-6	5	2	-1	2	-7	1	-3.2
Fc1ccc(-c2n[nH]c(=S)n2N=Cc2cccc(OCc3ccccc3)c2)cc1	4	58*	-6	0	5	.	9	-8	.	.
Cn1ncn2c(=O)c3c(nc12)-c1ccccc1CC31CCCC1	4	-3	-14	-2	2	-4	-4	-5	-6	-0.6
CCCC(O)(c1ccc(OC)cc1)C(CN(C)C)c1ccccc1 (stereo unspecified)	-1	-5	7	4	0	0	-4	2	-5	0.0
Cc1sc2ncnc(N3CCC(C(=O)NNC(=O)COc4ccc(Cl)cc4)CC3)c2c1C	-4	7	-9	-11	-3	-8	6	-4	-4	-2.0
CCC(C)c1ccc(NC(=S)NCc2ccccc2OC)cc1 (stereo unspecified)	3	-6	5	-20	2	-34	-3	1	0	0.6
O=C(c1ccccc1)C(O)c1ccccc1 (stereo unspecified)	-2	1	1	3	-7&-6	4	-3	-2	1	-1.6
CCN(CC(=O)Nc1ccc(NC(C)=O)cc1)C(=O)COc1ccc(C(=O)c2ccccc2)cc1	0	1	9	-2	3	-3	0	9	2	-1.3
COc1cc2c(cc1OC)C(c1cccc([N+](=O)[O-])c1)N(C(=O)c1ccccc1C(=O)O)CC2 (stereo unspecified)	-1	2	-2	8	6	-2	1	3	4	0.3
Cc1ccc2nc(N3C(=O)C(O)=C(C(=O)c4ccco4)C3c3ccc(O)cc3)sc2c1 (stereo unspecified)	1	67*	-11	-7	2	-28	21*	-28	-9	2.0
S=C(NCc1ccco1)Nc1ccc(N2CCOCC2)cc1	-3	1	7	-7	0	-1	7	7	-6	-0.4
Cc1ccc(C(=O)NC2CCC(C)CC2)o1 (stereo unspecified)	-3	-1	4	-4	-5	0	1	-5	-3	-1.0
Cc1cc(S(=O)(=O)NCCCN2CCOCC2)ccc1Br	3	0	1	1	4	10	3	-2	-1	-0.2
COc1cccc2cc(C(=O)c3ccc([N+](=O)[O-])cc3)oc12	2	3	-6	5	-8	9	3	2	-4	-1.5
COc1ccccc1CNC(=O)N1CCN(c2ccccc2)CC1	-3	-2	-3	-4	2	-1	5	0	-1	1.2
COc1cc2c(-c3ccc4c(c3)OCO4)c(-c3ccsc3)oc(=O)c2cc1OC	0	3	2	2	7	-9	1	-2	10	-1.5
CN(CC(=O)NCC1CCCCC1)CC(=O)Nc1ccccc1Br	4	-2	-3	3	-2	-3	-6	1	0	-1.5
COc1ccc(S(=O)(=O)N2CCN(C(=O)c3cnc(C)cn3)CC2)cc1	2	-1	-4	0	7	9	1	3	2	-0.9
Cc1cc(NC(=O)COC(=O)C2CC(=O)N(c3cccc(C)c3C)C2)no1 (stereo unspecified)	-2	-3	-10	-3	5	2	5	0	-4	-0.4
Cc1cc(C)n2nc(SCC(=O)N3CCCC3)nc2n1	7	0	-12	-4	-3	1	-1	-6	0	-0.4
COCC(=O)Nc1nc2n(n1)C(c1ccccc1)CC(c1ccc(OC)cc1)N2 (stereo unspecified)	-1	6	-12	5	-4	0	4	0	0	-0.3
O=C(Cn1cnnn1)NCCc1ccc(Cl)cc1Cl	-1	1	3	1	1	-3	0	3	1	-1.0
O=C(CCn1ccc2ccccc21)NC1CCCc2ccccc21 (stereo unspecified)	0	-1	-1	-2	0	-19	0	1	8	0.0
Cc1ccc(N=Nc2[nH]c3ccccc3c2O)cc1	1	7	-12	9	1	-5	-2	1	3	-2.4
COc1ccccc1N(CC(=O)NCCSc1ccccc1)S(C)(=O)=O	0	-8	-16	-2	12	0	-5	-5	3	0.2
c1ccc(-c2ccc3c(c2)NCCN3)cc1	-1	2	4	13	0	16	-2	17*	-7	-15
CCOC(=O)C1CCN(C(=O)CN2C(=O)C(C(C)C)Oc3ccccc32)CC1 (stereo unspecified)	5	-2	-1	2	-3	-2	-1	5	8	-0.8
Cc1ccc(C(=O)OCC(=O)Nc2ccccc2C(F)(F)F)cc1S(=O)(=O)N1CCOCC1	3	2	-13	-4	-1	1	-3	0	-3	-0.8
C=CCOC(=O)C1=C[C@@H](c2coc3ccccc3c2=O)C[C@@H](OCc2ccc(CO)cc2)O1	6	0	-9	-11	1	-14	0	-9	-1	-0.8
COc1ccc(C(=O)CSc2nnc3ccc(-c4ccccn4)nn23)cc1	0	-2	11	-2	52*	-2	0	5	-12	0.3
Cc1nc2sc3c(c2c2nnc(SCC(=O)NCc4ccco4)n12)CCCC3	2	8	-2	1	4	-7	2	-4	3	2.0
c1nc(N2CCN(Cc3ccc4c(c3)OCO4)CC2)c2[nH]cnc2n1	3	3	-3	2	-3	3	-3	4	6	-0.5
S=C(NCC1CCCO1)NC1CCCC1 (stereo unspecified)	0	-2	10	7	-1	2	-2	-4	-7	-1.1
COC(=O)CC(C(=O)Nc1cc(C(=O)OC)cc(C(=O)OC)c1)N1CCN(C)CC1 (stereo unspecified)	2	4	-23	-6	-1	2	-1	-6	4	2.1
COC(=O)NCC(c1cccnc1)N1CCOCC1 (stereo unspecified)	-2	3	-8	5	0	-6	6	-2	-9	-1.6
CCOC(=O)[C@]12CCC=C1N(Cc1cccc3ccccc13)C(=O)[C@H](CC(=O)NCCCN1CCCC1=O)C2	-5	3	1	5	0	.	3	-2	-3	-0.1
Cc1nn(CC(=O)NCCc2ccccc2)c(=O)c2ccccc12	-1	0	3	6	3	10	-1	0	7	-1.8
Cn1c(N)c(C(=O)COC(=O)C2=COCCO2)c(=O)n(C)c1=O	2	2	5	3	5	8	-1	5	2	0.1
CC(=O)Nc1sc(C)c(C)c1C(=O)OC1CCOC1=O (stereo unspecified)	4	2	-24	0	-7	1	0	-14	8	-2.0
COc1ccccc1CNc1nc(NCCOc2ccccc2)c2sccc2n1	1	0	0	37*	2	.	-5	6	10	-0.7
CN1C(=O)CC(C(=O)Nc2ccccc2F)SC1=Nc1ccc2c(c1)OCO2 (stereo unspecified)	-1	-1	2	-3	0	1	-1	-2	3	-1.3
Cc1snc(S(=O)(=O)/C(C#N)=N/Nc2ccc(C(F)(F)F)cc2)c1C#N	3	68*	-1	-13	-7	-17	-3	-6	1	0.8
CN(CCOc1ccc(F)cc1)Cc1ccccc1	1	-7	13	8	-6	1	-4	-3	4	-1.6
CCOCCCNC(=O)CN(c1cc([N+](=O)[O-])ccc1OC)S(C)(=O)=O	2	1	0	-9	-3	3	7	3	-7	1.6
O=c1[nH]c(-c2ccccc2)c(-c2ccccc2)[nH]1	-1	0	-12	-3	8	6	0	2	-2	-0.8
CCCCCCc1cc2cc(C(=O)Nc3cccc(OC)c3)c(=O)oc2cc1O	2	1	1	3	3	-1	-2	-9	3	-2.2
CCOC(=O)C1CCN(C(=O)Nc2ccc3nccnc3c2)CC1	-1	-7	6	8	1	4	1	5	-4	-0.2
O=C(Nc1ccc(Cl)cc1F)c1ccc2c(c1)C(=O)N(Cc1ccncc1)C2=O	-2	7	-5	1	-2	.	1	3	5	0.0
Nc1ncnc2c1ncn2[C@@H]1O[C@H](C(=O)N2CCN(c3nc4ccccc4o3)CC2)[C@@H](O)[C@H]1O	0	3	-7	1	5	.	12	1	-4	-0.1
CCn1nnc2cc(C(=O)OCC(=O)N(C)Cc3cccc(F)c3)ccc21	-9	2	-4	-9	-2	0	0	-10	-10	0.5
COc1ccc(N2CCN(CCCNC(=S)Nc3c(C)cccc3C)CC2)cc1	1	-8	-4	6	0	-1	2	6	-3	-1.4
O=C(CSc1nccn1Cc1ccccc1)NCc1ccccc1	-4	-6	8	4	0	0	4	-2	5	-0.2
Cn1c(SCC(=O)NC2(C#N)CCCCC2)nnc1-c1cccnc1	3	1	-5	-6	6	3	-4	-2	-10	-1.3
CCOC(=O)c1cc2c(nc1NC(=S)Nc1ccccc1)CC(C)(CC)OC2 (stereo unspecified)	1	1	-21	2	9	1	-1	1	-10	-0.7
CCOC(=O)C1C(=O)OC(C)(C)C1C(CC)C(=O)c1ccccc1 (stereo unspecified)	-1	-8	2	2	2	-2	2	5	-5	0.9
CCOC(=O)c1ccc(NC(=S)N2CCN(S(C)(=O)=O)CC2)cc1	-1	1	0	2	2	1	-3	2	6	-1.1
Cc1onc(-c2ccccc2)c1-c1nnc(COC(=O)c2ccc(F)cc2)o1	6	0	2	-12	1	-10	-2	3	8	-1.3
COc1ccccc1N1CCN(S(=O)(=O)c2ccc(NC(C)=O)cc2)CC1	0	1	-5	-10	-2	-5	0	5	12	1.7

Gathered by group, those above with a COOH group
SMILES	LEDGF integ inh	rCAG RNA binder	TDP2 inh	mABHD4 FP	NR1D1 modulator	HTRA1 inh	PRMT1 FP inh	SIAE primary	TCR-CD3 inh	PG9 binder
O=C(O)CCN1C(=O)/C(=C\c2cccc(OCc3ccccc3)c2)SC1=S	2	7	-6	5	2	-1	2	-7	1	-3.2
COc1cc2c(cc1OC)C(c1cccc([N+](=O)[O-])c1)N(C(=O)c1ccccc1C(=O)O)CC2 (stereo unspecified)	-1	2	-2	8	6	-2	1	3	4	0.3
